# GPR151 ag – activates the human receptor GPR151. Q8TDV0. PathHunter beta-arrestin GPR151 cells, luminescence. activation, % at 11.2 µM. 1% of 650,000 active. AID 1508602; in the data active means activation above about 4.9%;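 further: 0% = median of compound wells and 100% = cells with positive control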
# Target sequence (Q8TDV0 whole entry, looked up): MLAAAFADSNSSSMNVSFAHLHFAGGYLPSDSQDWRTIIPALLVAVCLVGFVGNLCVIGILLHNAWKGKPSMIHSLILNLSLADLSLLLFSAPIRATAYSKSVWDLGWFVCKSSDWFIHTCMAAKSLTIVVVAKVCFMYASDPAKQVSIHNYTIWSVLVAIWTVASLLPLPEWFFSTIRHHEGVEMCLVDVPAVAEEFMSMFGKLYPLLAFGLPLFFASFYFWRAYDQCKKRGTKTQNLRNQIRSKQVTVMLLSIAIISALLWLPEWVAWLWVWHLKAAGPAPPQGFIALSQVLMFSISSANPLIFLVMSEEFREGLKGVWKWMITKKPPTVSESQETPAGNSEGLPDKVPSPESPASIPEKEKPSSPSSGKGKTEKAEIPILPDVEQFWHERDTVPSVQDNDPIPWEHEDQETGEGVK
# FBW7 act – human FBW7 E3 ligase activation, primary screen; Q969H0; AlphaScreen FBW7–phospho-cyclin E peptide binding, activator screen; normalized activity (activation), % at 26.1 µM; 0.13% of 650,000 active; in the data active means normalized activity above about 1.9%;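 further: purified mutant Fbw7 with reduced substrate affinity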
# TEAD-YAP block – TEAD-YAP interaction inhibition. HEK-TIYL cells, TEAD-Gal4/YAP UAS-luciferase luminescence. 1.4% of 640,000 active. AID 1259422. inhibition, % at 9.12 µM; in the data active means inhibition above about 32%;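 further: 0% = median of test compound wells and 100% = reference inhibitor wells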
# MITF inh – blocks human microphthalmia-associated transcription factor | O75030 | AlphaScreen MITF homodimerization, bead proximity signal | inhibition, % at 2.6 µM | 0.91% of 650,000 active; in the data active means inhibition above about 50%;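 further: 0% = vehicle wells with protein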
# Target sequence (O75030 whole entry, looked up): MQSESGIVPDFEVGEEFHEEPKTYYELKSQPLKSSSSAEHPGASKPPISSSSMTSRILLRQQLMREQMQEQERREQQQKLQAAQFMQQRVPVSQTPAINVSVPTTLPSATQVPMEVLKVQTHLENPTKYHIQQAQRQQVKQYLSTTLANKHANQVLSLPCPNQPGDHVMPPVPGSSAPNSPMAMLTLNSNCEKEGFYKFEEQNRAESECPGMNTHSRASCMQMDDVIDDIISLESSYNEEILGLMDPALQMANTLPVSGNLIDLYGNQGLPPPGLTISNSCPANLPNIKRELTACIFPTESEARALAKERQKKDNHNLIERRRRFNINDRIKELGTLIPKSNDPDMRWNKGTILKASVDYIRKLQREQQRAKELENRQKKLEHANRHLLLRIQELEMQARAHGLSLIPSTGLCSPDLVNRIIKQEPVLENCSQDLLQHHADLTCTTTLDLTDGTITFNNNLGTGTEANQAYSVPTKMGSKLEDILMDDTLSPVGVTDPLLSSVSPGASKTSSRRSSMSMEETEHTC
# The depositor's hits bear a star; x = no result given.
1) CN(C(=O)c1cccs1)C(Cc1ccccc1)C1CCN(C(=O)Cn2cccn2)CC1 (configuration not stated)
2) Cc1ccc(NC(=O)c2c(C)c(-c3ccc(Cl)cc3Cl)nc3ccccc23)cc1C
3) CC(C)c1ccc(/C=C/C(=O)NCc2ccc(S(N)(=O)=O)cc2)cc1
4) Cc1ccc(-n2nc3c(c2NC(=O)CCC2CCCC2)CS(=O)C3)cc1 (configuration not stated)
5) CC(CCc1ccccc1)NC(=O)CSCc1ccco1 (configuration not stated)
6) O=S1(=O)N=C(Oc2ccc3ccccc3c2)c2ccccc21
7) Cn1nc(C(=O)N2CCCC2)c2ccccc2c1=O
8) COc1ccc(N(CC(=O)N2CCc3ccccc32)S(=O)(=O)c2c(C)noc2C)cc1

assay / entry	1	2	3	4	5	6	7	8
GPR151 ag	0.0	1.9	1.2	-0.6	0.1	-1.0	0.4	2.5
FBW7 act	-0.2	1.0	-0.2	0.0	0.0	0.0	0.3	0.0
TEAD-YAP block	-20.1	-10.2	1.8	0.1	-2.3	8.6	-9.5	-1.2
MITF inh	9.0	19.6	5.7	-4.0	12.1	11.0	-25.3	4.1

9) CC(=O)c1ccc(N2C(=O)c3ccc4c5c(ccc(c35)C2=O)CC4)cc1
10) COc1ccc(NC(=O)CSc2nc3ccccc3[nH]2)cc1S(N)(=O)=O
11) COc1cc(/C=C/C(=O)NC(=O)c2ccccc2O)cc(OC)c1OC
12) COc1cccc(/C=N/NC(=O)NC2CCCCC2)c1O
13) CC1(C)CC(=O)c2sc(NC(=O)c3cccc([N+](=O)[O-])c3)nc2C1
14) Cc1ccc(N2C(=O)c3ccc(C(=O)OCC(=O)c4ccc(Br)cc4)cc3C2=O)c(C)c1
15) O=C(NC(NCc1ccc2c(c1)OCO2)(C(F)(F)F)C(F)(F)F)c1cccnc1
16) COc1ccc(-c2nc(NC3CCN(Cc4ccccc4)CC3)c3ncn(-c4ccccc4)c3n2)cc1

assay / entry	9	10	11	12	13	14	15	16
GPR151 ag	-1.0	-0.8	3.4	-1.4	1.0	0.5	-1.0	-2.1
FBW7 act	0.8	0.5	-0.2	0.1	-0.1	-0.2	-0.1	0.1
TEAD-YAP block	-2.3	1.8	-53.9	-24.1	-60.3	1.2	-0.5	0.8
MITF inh	18.4	6.9	-8.4	-12.2	-8.3	2.7	10.3	9.4

# Part of the list above, with values under each structure.
# Below each compound: GPR151 ag	FBW7 act	TEAD-YAP block	MITF inh
11. COc1cc(/C=C/C(=O)NC(=O)c2ccccc2O)cc(OC)c1OC
  3.4	-0.2	-53.9	-8.4
12. COc1cccc(/C=N/NC(=O)NC2CCCCC2)c1O
  -1.4	0.1	-24.1	-12.2
13. CC1(C)CC(=O)c2sc(NC(=O)c3cccc([N+](=O)[O-])c3)nc2C1
  1.0	-0.1	-60.3	-8.3
14. Cc1ccc(N2C(=O)c3ccc(C(=O)OCC(=O)c4ccc(Br)cc4)cc3C2=O)c(C)c1
  0.5	-0.2	1.2	2.7
15. O=C(NC(NCc1ccc2c(c1)OCO2)(C(F)(F)F)C(F)(F)F)c1cccnc1
  -1.0	-0.1	-0.5	10.3
16. COc1ccc(-c2nc(NC3CCN(Cc4ccccc4)CC3)c3ncn(-c4ccccc4)c3n2)cc1
  -2.1	0.1	0.8	9.4

# More compounds.
17) COc1cccc(C2CC(c3ccc(C(C)C)cc3)n3ncnc3N2)c1 (configuration not stated)
18) CCC(C)NC(=O)c1ccc(NC(=O)Cn2c(=O)oc3ccccc32)cc1 (configuration not stated)
19) CCn1c2ccccc2n2c(=O)n(CC(=O)Nc3c(C)nn(C)c3C)nc12
20) O=C1c2ccccc2C(=O)N1CN(C(=O)c1ccc([N+](=O)[O-])o1)c1ccccc1
21) CCOc1cc(/C=C2/C(=N)N3N=C(CC)SC3=NC2=O)ccc1OCCOc1ccccc1Cl
22) COC(=O)C1=C(N)N(c2ccc(S(N)(=O)=O)cc2)C2=C(C(=O)CCC2)C1c1ccc([N+](=O)[O-])cc1 (configuration not stated)
23) CC1=CC2=NC(=O)CC(C)(C(=O)N(CC(=O)NC3CCCC3)c3ccccc3C)N2C=C1 (configuration not stated)
24) COc1ccc(CNC(=O)c2cccc(C)c2)cc1

assay / entry	17	18	19	20	21	22	23	24
GPR151 ag	-0.4	-1.7	1.2	1.2	-0.3	-0.6	1.8	-0.7
FBW7 act	-0.1	-0.1	0.2	0.0	-0.2	-0.2	-0.2	0.0
TEAD-YAP block	3.3	-6.4	-2.6	8.5	20.3	-9.0	5.3	-26.9
MITF inh	8.3	-4.1	-0.9	-2.9	-4.1	3.5	-5.8	7.4

25) Cc1c(OCC(N)=O)ccc2c3c(c(=O)oc12)CCCC3
26) COc1ccc(NC(=O)NC2(C(=O)NCc3ccncc3)CCCCC2)cc1
27) O=C(O)CCC(=O)N1N=C(c2ccc(Br)cc2)CC1c1ccc(F)cc1 (configuration not stated)
28) COc1ccc(Cl)cc1N1CC(C(=O)Nc2c(C)cccc2C)CC1=O (configuration not stated)
29) CC(C)OCCCNC(=O)c1csc2c1CCCCC2
30) c1ccc(-c2nnc3n2C2(CCCCC2)Cc2ccccc2-3)cc1
31) Cc1noc(C(=O)Nc2cccc(Cl)c2)c1Cl
32) CCC(C)NC(=O)CSc1nc2ccc(OC)cc2cc1C#N (configuration not stated)

assay / entry	25	26	27	28	29	30	31	32
GPR151 ag	-1.3	0.6	1.8	8.3*	-1.4	-0.5	-2.2	-0.8
FBW7 act	-0.1	0.2	0.1	0.2	1.0	1.1	0.1	-0.1
TEAD-YAP block	5.3	6.3	-2.2	-1.0	-34.4	1.9	-41.9	-1.5
MITF inh	-6.9	-14.2	-5.7	-2.4	8.8	13.9	8.8	10.3

33) CC(=C/C(=O)O)/C=C/c1cccs1
34) COc1ccc(C(=O)Nc2nnc(Cc3c[nH]c4ccccc34)s2)cc1
35) CN1C(=O)C2(OCC(C)(c3ccccc3)CO2)c2ccccc21 (configuration not stated)
36) O=C(CCCn1sc2ccccc2c1=O)Nc1cc(F)ccc1F
37) Cc1cccc(OCc2nc(-c3ccccc3)no2)c1C
38) CCOC(=O)c1sc(NC(=O)c2cc(CC(C)C)on2)c(C(=O)OCC)c1C
39) Cc1ccc(/C=N/NC(=O)CNC(=O)COc2ccccc2)o1
40) CC(O)c1ccc(N2Cc3ccccc3C2=O)cc1 (configuration not stated)

assay / entry	33	34	35	36	37	38	39	40
GPR151 ag	2.2	1.1	-0.9	-0.7	-1.7	-1.0	-0.8	-7.0
FBW7 act	0.1	-0.2	0.2	-0.1	-0.1	-0.1	0.0	0.0
TEAD-YAP block	-6.7	-3.3	-8.8	-3.6	-9.2	-9.0	17.3	55.9*
MITF inh	19.5	-3.9	19.1	-2.4	-8.8	-6.1	8.6	-6.7

41) CCOc1ccc2c(c1)C(C)=CC(C)(C)N2
42) COc1ccc(Cl)cc1NC(=O)c1sc2ncn(CC(=O)N3CCOCC3)c(=O)c2c1C
43) COc1ccc(C2=N/C(=C\c3ccc(C(C)C)cc3)C(=O)O2)cc1[N+](=O)[O-]
44) CCOc1ccc(S(=O)(=O)NCCC(=O)Nc2cccc(C(=O)OC)c2)cc1
45) CN1C(=O)C(O)(CC(=O)c2ccccc2O)c2cc(Cl)ccc21 (configuration not stated)
46) O=C(Nc1cccc(-c2nc3ccccc3c(=O)o2)c1)c1ccccc1Br
47) CCOc1ccc(NC(=O)CSc2nc3[nH]ncc3c(=O)n2-c2cccc(C(F)(F)F)c2)cc1
48) CCNc1cc2oc(=O)c(CN3CCOCC3)c(C)c2cc1C

assay / entry	41	42	43	44	45	46	47	48
GPR151 ag	-0.3	-0.1	-0.5	-1.2	-1.3	0.0	-2.0	2.2
FBW7 act	-0.1	-0.2	0.1	-0.1	0.5	-0.1	1.1	0.4
TEAD-YAP block	x	-4.3	2.2	-22.8	10.6	7.3	10.6	-12.1
MITF inh	5.5	-3.5	14.4	-6.5	4.8	4.0	1.7	7.1

# Individual results from above.
# Entry for `CC(=O)c1ccc(N2C(=O)c3ccc4c5c(ccc(c35)C2=O)CC4)cc1` under FBW7 act: 0.8
# Entry for `COC(=O)C1=C(N)N(c2ccc(S(N)(=O)=O)cc2)C2=C(C(=O)CCC2)C1c1ccc([N+](=O)[O-])cc1` (configuration not stated) under FBW7 act: -0.2

# (cont.)
49) COc1ccccc1N1CCN(C(=O)c2cnn3c(C(F)(F)F)cc(-c4ccco4)nc23)CC1
50) O=C(COc1ccccc1[N+](=O)[O-])N(Cc1ccc(Cl)cc1)C1CCS(=O)(=O)C1 (configuration not stated)
51) COc1cc(C2=N/C(=C/c3ccc(C)o3)C(=O)O2)cc(OC)c1OC
52) CSc1cccc(NC(=O)C2C3C=CC4(O3)C2C(=O)N(C2CCCCCC2)C4C(=O)NC2CCCC(C)C2C)c1 (configuration not stated)
53) Cc1ccc(Cl)cc1N1C(=O)/C(=C\c2ccccc2)N=C1c1ccccc1
54) Nc1nc(N2CCc3ccccc3C2)nc2c1ncn2CCN1CCCC1=O
55) C[C@@H](O)[C@@H]1NC(=O)[C@@H]2C[C@H](NC(=O)c3cccs3)CN2C1=O
56) O=C(Nc1cccnc1)OCc1ccccc1

assay / entry	49	50	51	52	53	54	55	56
GPR151 ag	-0.2	-0.7	2.5	-1.1	1.8	2.5	0.9	-0.1
FBW7 act	0.3	-0.3	0.1	0.2	-0.1	-0.1	0.0	-0.1
TEAD-YAP block	-4.1	-1.0	-1.6	-7.4	-5.3	-9.5	-5.8	-25.3
MITF inh	-1.7	-8.3	8.1	-11.0	-10.2	-0.3	-10.1	-1.7

57) COc1ccc(-c2cc(C(F)(F)F)n3nc(C(=O)Nc4cccc(C(F)(F)F)c4)cc3n2)cc1
58) Cn1ccnc1SCc1cc(=O)c(OC(=O)c2ccc(Br)o2)co1
59) OC(COc1ccc(F)cc1)Cn1c(C(F)(F)F)nc2ccccc21 (configuration not stated)
60) CCCCCCc1cc2c3c(c(=O)oc2cc1OCC(=O)O)CCC3
61) C=CCc1cc(OC)ccc1OCCCNCCCC
62) CCOc1cc(C(=O)Nc2cc([N+](=O)[O-])ccc2F)cc(OCC)c1OCC
63) CC(NC(=O)C(C)NC(=O)CNC(=O)OCc1ccccc1)C(=O)O (configuration not stated)
64) COc1ccccc1NC(=O)c1c(NC(=O)c2ccccc2Cl)sc2c1CCCCC2

assay / entry	57	58	59	60	61	62	63	64
GPR151 ag	0.0	0.5	-0.1	-0.5	0.9	-0.5	-1.9	0.2
FBW7 act	0.0	-0.3	-0.1	0.2	0.1	0.1	0.0	-0.1
TEAD-YAP block	0.3	1.3	-5.5	4.6	7.1	4.8	3.4	-0.3
MITF inh	9.2	1.1	-0.7	18.4	28.7	15.0	0.9	-5.2

65) O=C(NCC1CCCN(Cc2cccc(OC3CCCC3)c2)C1)c1cccnc1 (configuration not stated)
66) Cc1cccc(/C=N/NC(=O)c2cc(-c3cccs3)[nH]n2)c1
67) Cc1nc(SCc2ccccc2)n[nH]1
68) CCN1CCN(c2nc3c(c(=O)[nH]c(=O)n3C)n2Cc2ccccc2)CC1
69) CC(C)(C)c1cc(NS(=O)(=O)c2ccccc2[N+](=O)[O-])cc(C(C)(C)C)c1O
70) COC(=O)CNc1ccccc1OC
71) O=C(c1cccn2c(=O)c3c4c(sc3nc12)CCCC4)N1CCN(c2ccccc2)CC1
72) CC(C)(Oc1ccc(Cl)cc1)C(=O)N1CCN(CCNC(=O)c2ccc3c(c2)OCO3)CC1

assay / entry	65	66	67	68	69	70	71	72
GPR151 ag	-2.1	0.4	1.0	3.8	0.6	1.1	-0.4	1.6
FBW7 act	0.2	0.0	0.1	0.0	0.1	-0.1	0.3	0.0
TEAD-YAP block	-7.7	-4.6	3.4	1.0	2.5	-0.3	3.3	-1.2
MITF inh	2.3	12.9	-2.5	-7.6	1.6	-3.7	0.7	-4.8

73) CCOC(=O)c1sc(NC(=S)NCc2cc(C)n(C)n2)c(C(=O)OCC)c1C
74) CCOC(=O)C1(CCc2ccccc2)CCN(C(=O)CCc2c(C)noc2C)CC1
75) COc1ccc(C2C(C(=O)Nc3ccccc3F)=C(C)NC3=C2C(=O)CC(c2ccccc2)C3)cc1 (configuration not stated)
76) Cc1nc(-c2cncc(-c3ccc(F)cc3)c2)cc(N2CCC(O)CC2)n1
77) O=C(Nc1c(C(=O)O)oc2ccccc12)c1ccccc1
78) CCC(C)(C)NC(=O)Cn1c(-c2ccc(F)cc2)cc(C(C)=O)c1C
79) O=C(NNC(=S)NCC1CCCO1)c1n[nH]c(=O)c2ccccc12 (configuration not stated)
80) Cc1cccc(-n2cc(-c3ccccc3)c3c(NCCC4=CCCCC4)ncnc32)c1

assay / entry	73	74	75	76	77	78	79	80
GPR151 ag	-0.6	-0.1	0.6	3.4	1.3	-0.6	-0.5	2.8
FBW7 act	-0.2	0.0	0.8	0.0	0.0	-0.1	-0.9	0.1
TEAD-YAP block	-4.2	6.5	10.7	-1.4	16.2	-5.2	3.0	12.4
MITF inh	4.0	9.6	11.7	11.3	5.6	-11.9	3.8	7.6

# Hits appear at their usual frequency. Share with any hit: about 3.5%.
